Bioassay records: PubChem, several laboratories
RGS4 inh = human RGS4 inhibition | P49798 | HEK293 M3R/RGS4 inducible, Fluo-4 calcium flux; stronger effect = higher value; triggered by carbachol at its EC20 | B-score at 10 µM | actives 0.45% (n = 310,000) | AID 463165;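 active = B-score, a plate-corrected calcium signal, over three deviations above library mean, with baseline fluorescence within five deviations of library mean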;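 also: RGS4 expression induced by doxycycline in cells with stable M3 receptor; B-score is computed from the integrated fluorescence ratio over baseline after carbachol; higher B-score means a larger calcium signal and so more RGS4 inhibition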
GSK3beta inhib = blocks human GSK3beta kinase activity; activity score (negative = inhibition), % at 10 µM; actives 0.038% (n = 300,000); GST-GSK3beta kinase, ADP-Glo luminescence, 60 min; stronger effect = lower value; P49841; AID 2097;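 active = more than half of replicate wells score below -50%, meaning over 50% inhibition versus plate controls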;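 also: 0% = median DMSO wells and -100% = median GW8510 positive control wells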
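Test system – GST-tagged human GSK3beta kinase, cell-free · Incubation – 60 min enzyme reaction, room temperature · Signal – ADP-Glo luminescence · Also added – peptide substrate and ATP at 25 µM · Controls – DMSO neutral wells and GW8510 at 20 µM as positive · Buffer or medium – Tris/MgCl2 kinase buffer · Measure – Luminescence-derived activity versus plate DMSO and GW8510 wells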
GSK3 alpha inh = inhibitors of human GSK-3 alpha kinase. actives 0.1% (n = 320,000). P49840. ADP-Glo luminescence, 60 min. AID 2650. inhibition, % at 10 µM;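 in the data active = inhibition above about 50%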;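 also: GST-tagged GSK-3 alpha with peptide substrate and 25 µM ATP; 0% = DMSO neutral wells and 100% = GW8510 positive control wells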
PolyA inhibitor = blocks polyadenylation in yeast reporter cells; S. cerevisiae SKY197-pL101 polyadenylation reporter, beta-gal luminescence; efflux-impaired pdr1/pdr3 knockout yeast; score 100 = 6 SD above DMSO; calls only at 12 µM; actives 0.02% (n = 300,000);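 active = lowest replicate activity score at least 50, where 100 means six control SD above control mean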;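 also: yeast exposed to compound for 9 h at 30 °C; higher score means more reporter readthrough which indicates perturbed polyadenylation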
KCNQ1 inh = inhibitors of human KCNQ1 potassium channel | P51787 | CHO-K1 KCNQ1, FluxOR thallium flux fluorescence; stronger effect = higher value | B-score at 10 µM | actives 1.3% (n = 310,000) | AID 2642;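 active = compounds whose thallium flux B-score, printed positive for inhibition, exceeds three library SD while starting fluorescence stays within three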;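 also: channel opened by potassium depolarization with thallium stimulus after 20 min compound exposure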
Target sequence (P51787 whole entry, looked up): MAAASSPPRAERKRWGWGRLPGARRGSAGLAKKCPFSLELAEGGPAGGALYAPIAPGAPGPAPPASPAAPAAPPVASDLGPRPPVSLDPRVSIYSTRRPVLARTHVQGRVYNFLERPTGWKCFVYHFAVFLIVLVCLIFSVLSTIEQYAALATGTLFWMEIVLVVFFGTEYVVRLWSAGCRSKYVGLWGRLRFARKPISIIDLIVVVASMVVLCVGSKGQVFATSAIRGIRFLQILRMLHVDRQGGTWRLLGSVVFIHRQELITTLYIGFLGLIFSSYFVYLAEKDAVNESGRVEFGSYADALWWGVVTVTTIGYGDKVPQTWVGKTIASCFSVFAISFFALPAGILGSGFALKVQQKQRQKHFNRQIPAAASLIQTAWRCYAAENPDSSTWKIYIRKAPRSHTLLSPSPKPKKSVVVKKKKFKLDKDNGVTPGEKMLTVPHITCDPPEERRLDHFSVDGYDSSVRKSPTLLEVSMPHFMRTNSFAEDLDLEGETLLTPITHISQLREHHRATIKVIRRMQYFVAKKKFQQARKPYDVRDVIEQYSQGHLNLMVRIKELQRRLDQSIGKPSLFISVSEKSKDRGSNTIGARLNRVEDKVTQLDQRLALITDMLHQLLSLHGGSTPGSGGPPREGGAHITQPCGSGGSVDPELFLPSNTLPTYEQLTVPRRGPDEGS
KCNK9 inh = inhibitors of human KCNK9 two-pore domain potassium channel | HEK293 KCNK9, FluxOR thallium flux fluorescence; stronger effect = lower value | B-score at 10 µM | actives 1.2% (n = 310,000) | AID 488922;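 active = ratio B-score over 3 SD below the library mean, with starting fluorescence within 5 SD of its mean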;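 also: negative B-score means less thallium flux so channel inhibition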
Target sequence (Q9NPC2 whole entry, looked up, the tested form may be a part): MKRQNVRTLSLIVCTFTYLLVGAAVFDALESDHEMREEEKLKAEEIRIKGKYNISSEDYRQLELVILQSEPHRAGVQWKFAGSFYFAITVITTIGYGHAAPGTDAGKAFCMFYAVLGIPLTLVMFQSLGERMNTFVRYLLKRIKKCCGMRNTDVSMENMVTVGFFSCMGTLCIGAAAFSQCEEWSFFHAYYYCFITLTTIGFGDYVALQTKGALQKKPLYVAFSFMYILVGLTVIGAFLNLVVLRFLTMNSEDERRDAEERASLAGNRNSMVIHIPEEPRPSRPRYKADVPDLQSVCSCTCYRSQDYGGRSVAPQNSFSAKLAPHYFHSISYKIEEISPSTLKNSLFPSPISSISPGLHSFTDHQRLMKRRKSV
DYRK1A inh = blocks rat Dyrk1A kinase activity; Q63470; ADP-Glo luminescence, NFATc1 peptide; inhibition, % at 12.5 µM; actives 0.43% (n = 310,000); AID 504441; in the data active = inhibition above about 50%;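 also: plate controls were vehicle with enzyme for no effect and no enzyme for full effect; many of its hits are not listed in these tables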
KCNK3 block = human KCNK3 channel inhibition, primary screen. O14649. actives 0.84% (n = 340,000). CHO-KCNK3 thallium flux, FluxOR fluorescence; stronger effect = lower value. B-score at 10 µM;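 active = B-score under library mean minus 4 SD, starting fluorescence ratio at most library mean plus 5 SD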;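 also: more negative B-score means stronger inhibition of thallium flux through KCNK3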
hERG rescue = hERG (human) protection from proarrhythmic block | Q12809 | CHO-hERG, FluxOR thallium flux, dofetilide IC70 present | activation (rescue from dofetilide block), less the hit threshold, % at 10 µM | actives 0.51% (n = 310,000) | AID 1511;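 active = activation above the mean of controls blocked by dofetilide plus 5 SD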;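 also: thallium influx through hERG after potassium depolarization seen as dye fluorescence rise; in these data hits start at about 4.7%; inactives centre near -7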
KCNQ1 act = potentiates or activates the human KCNQ1 potassium channel; CHO-K1 KCNQ1, thallium flux FluxOR fluorescence; stronger effect = higher value; P51787; B-score at 10 µM; AID 2648; actives 0.35% (n = 310,000);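 active = fluorescence ratio B-score, a plate-corrected score, at least three library SD, with initial intensity B-score within 5 SD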
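assay system = KCNQ1-transfected CHO-K1 cells | medium = assay buffer with matched DMSO | probe or stimulus = depolarizing K+/Tl+ stimulus, K2SO4 and Tl2SO4 each 12.5 mM in 5x stock | dosing = single dose | incubation = dye 90 min, compound 20 min, room temperature | detection = kinetic FluxOR fluorescence, 10 s baseline plus 110 s post-stimulus | evaluation = ratio B score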
RGS4 act = RGS4 potentiation or activation; HEK293 M3R/inducible RGS4, carbachol calcium flux Fluo4; stronger effect = lower value; B-score at 10 µM; actives 0.92% (n = 310,000); AID 463111;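 active = B-score of the integrated calcium signal more than 4 SD below the library mean, with starting fluorescence not abnormally high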;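 also: negative B-score means reduced calcium response which marks RGS4 activation or potentiation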
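Reagent: ECmax carbachol challenge; Test system: M3R-expressing HEK293 line, RGS4 induced by doxycycline; Schedule: overnight RGS4 induction, 30 min dye load 37 °C, 20 min compound RT; Detection: calcium dye Fluo4 fluorescence; Read-out: Agonist-evoked peak-minus-minimum fluorescence over baseline, integrated ratio, B score.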
Active calls of the source: *; i = inactive; . = no result given.

SMILES	RGS4 inh	GSK3beta inhib	GSK3 alpha inh	PolyA inhibitor	KCNQ1 inh	KCNK9 inh	DYRK1A inh	KCNK3 block	hERG rescue	KCNQ1 act	RGS4 act
Cc1cc(C=C(C#N)C#N)ccc1N1CCCC1	i	1	-4	i	i	i	-2	i	0	i	i
CCN(CC)c1ccc(C=C2C(=O)NC(=S)NC2=O)cc1	36*	0	-3	i	i	i	-2	i	-3	i	i
CC1CC2(O)c3no[n+]([O-])c3CCC2N1O (stereo not given)	i	-1	2	i	i	i	19	i	-14	i	i
CCN1CCN(S(=O)(=O)c2ccc(Cl)c(C(=O)Nc3ccc(C(=O)N(CC)CC)cc3)c2)CC1	i	-5	-3	i	i	i	-3	i	-8	i	i
CCCNc1oc(-c2cccc3ccccc23)nc1C#N	i	.	-1	i	i	i	4	i	-7	i	i
CCCN(CC1CC1)CC(O)c1ccccc1 (stereo not given)	i	-21	-1	i	i	i	8	i	-10	i	i
O=C1NC(=O)N(Cc2ccccc2)C(=O)/C1=C\N1CCCc2ccccc21	i	-1	0	i	i	i	-9	i	-4	i	i
O=C(Cc1ccccc1)N1CCN(C2CCCCCC2)CC1	i	0	2	i	i	i	-1	i	-5	i	i
O=C(Nc1cccc2ccccc12)N1CCC2(CC1)OCCO2	i	-1	.	i	i	i	-3	i	-9	i	i
O=P(Nc1ccccc1)(Nc1ccccc1)Oc1cccc(Cl)c1	i	0	1	i	i	i	.	i	-44	i	i
O=C(O)Cn1cc(C(=O)c2ccccc2)c2ccccc21	i	-8	-3	i	i	i	8	i	-10	i	i
COc1ccc(-n2c(/C=C/c3ccc(O)c(OC)c3)nc3ccccc3c2=O)cc1	i	0	1	i	i	i	6	i	-16	i	i
O=C(Nc1ccc(C(F)(F)F)cc1)c1cccn(Cc2ccc3c(c2)OC(F)(F)O3)c1=O	i	2	-4	i	i	i	4	i	-9	i	i
Cc1cccc(CN2CCN(C(=O)Cc3ccccc3)CC2)c1	i	-1	-3	i	i	i	3	i	-5	i	i
O=c1[nH]c(=O)n(Cc2ccco2)c(O)c1/C=N/N1CCCCCC1	i	1	4	i	i	i	0	i	-2	i	i
CC(NC1CCCCC1)C(O)C12CC3CC(CC(C3)C1)C2 (stereo not given)	i	-3	3	i	i	i	-1	i	1	i	i
O=C(CCl)Nc1nccs1	i	-1	-2	i	i	i	12	i	-4	i	i
Cc1cc(C)cc(NC(=O)CCNC(=O)N2C[C@H]3C[C@@H](C2)c2cccc(=O)n2C3)c1	i	1	0	i	i	i	-6	i	-9	i	i
C=C(CO)CC1CC(O)[C@]2(C)OC3CC4OC5C[C@]6(C)O[C@]7(C)CCC8OC9C[C@]%10(C)OC%11C(C)=CC(=O)OC%11CC%10OC9C[C@@H](C)C8OC7CC6O[C@]5(C)C/C=C\C4OC3CC2O1 (stereo not given in full)	i	2	-2	i	i	i	-2	i	-3	i	i
CC(=O)c1ccc(-c2ccccc2)cc1	i	-2	1	i	i	i	0	i	-5	i	i
O=C(C[n+]1ccn(CCCNP2(=O)C=C(c3ccccc3)OC(c3ccccc3)=C2)c1)c1ccccc1	i	-8	6	i	i	i	15	i	-15	i	i
O=C(c1cc2c(s1)CCCCCC2)N1CCC2(CC1)OCCO2	i	5	-2	i	i	i	-1	i	-13	i	i
CCOC(=O)c1sc(/N=C/c2c(O)n(-c3ccccc3)c(=O)[nH]c2=O)c(C#N)c1C	i	2	1	i	i	i	0	i	-14	i	i
CCOC(=O)C1(CCc2ccccc2)CCN(Cc2cccc3cnccc23)CC1	i	1	1	i	i	i	-1	i	-15	i	-11*
Cc1ccccc1-n1c(C)nc2ccsc2c1=O	i	5	-5	i	i	i	4	i	-5	i	i

A run of entries from the list above:
SMILES	RGS4 inh	GSK3beta inhib	GSK3 alpha inh	PolyA inhibitor	KCNQ1 inh	KCNK9 inh	DYRK1A inh	KCNK3 block	hERG rescue	KCNQ1 act	RGS4 act
CCN(CC)c1ccc(C=C2C(=O)NC(=S)NC2=O)cc1	36*	0	-3	i	i	i	-2	i	-3	i	i
CC1CC2(O)c3no[n+]([O-])c3CCC2N1O (stereo not given)	i	-1	2	i	i	i	19	i	-14	i	i
CCN1CCN(S(=O)(=O)c2ccc(Cl)c(C(=O)Nc3ccc(C(=O)N(CC)CC)cc3)c2)CC1	i	-5	-3	i	i	i	-3	i	-8	i	i
CCCNc1oc(-c2cccc3ccccc23)nc1C#N	i	.	-1	i	i	i	4	i	-7	i	i
CCCN(CC1CC1)CC(O)c1ccccc1 (stereo not given)	i	-21	-1	i	i	i	8	i	-10	i	i
O=C1NC(=O)N(Cc2ccccc2)C(=O)/C1=C\N1CCCc2ccccc21	i	-1	0	i	i	i	-9	i	-4	i	i
O=C(Cc1ccccc1)N1CCN(C2CCCCCC2)CC1	i	0	2	i	i	i	-1	i	-5	i	i
O=C(Nc1cccc2ccccc12)N1CCC2(CC1)OCCO2	i	-1	.	i	i	i	-3	i	-9	i	i
O=P(Nc1ccccc1)(Nc1ccccc1)Oc1cccc(Cl)c1	i	0	1	i	i	i	.	i	-44	i	i
O=C(O)Cn1cc(C(=O)c2ccccc2)c2ccccc21	i	-8	-3	i	i	i	8	i	-10	i	i
COc1ccc(-n2c(/C=C/c3ccc(O)c(OC)c3)nc3ccccc3c2=O)cc1	i	0	1	i	i	i	6	i	-16	i	i
O=C(Nc1ccc(C(F)(F)F)cc1)c1cccn(Cc2ccc3c(c2)OC(F)(F)O3)c1=O	i	2	-4	i	i	i	4	i	-9	i	i
Cc1cccc(CN2CCN(C(=O)Cc3ccccc3)CC2)c1	i	-1	-3	i	i	i	3	i	-5	i	i
O=c1[nH]c(=O)n(Cc2ccco2)c(O)c1/C=N/N1CCCCCC1	i	1	4	i	i	i	0	i	-2	i	i

Further entries.
SMILES	RGS4 inh	GSK3beta inhib	GSK3 alpha inh	PolyA inhibitor	KCNQ1 inh	KCNK9 inh	DYRK1A inh	KCNK3 block	hERG rescue	KCNQ1 act	RGS4 act
CCc1ccc(CN2CCN(C(=O)Cc3ccccc3)CC2)cc1	i	-2	2	i	i	i	-6	i	-6	i	i
Cc1ccc2c(c1)C1CN(C)CCC1N2C(=O)Nc1cccc(C(F)(F)F)c1 (stereo not given)	i	1	-1	.	i	i	0	i	-7	i	i
CCOc1c(P(=S)(N(C)C)N(C)C)c(C)nn1-c1ccccc1	i	-2	18	i	i	i	6	i	-9	i	i
CCCn1c(C(=O)c2ccc(OC)cc2)nc2ccccc21	i	-3	-8	i	i	i	.	i	-10	i	i
CC(C)NC(=O)c1ccc(N2CC3CC(C2)c2cccc(=O)n2C3)c([N+](=O)[O-])c1 (stereo not given)	i	-1	6	i	i	i	0	i	-9	i	i
CN1C(=O)C(=Cc2sc(=O)n(-c3ccccc3)c2N2CCCCC2)C(=O)N(C)C1=O	i	1	.	i	i	i	1	i	-13	i	i
CC1CCCCN1Cc1ccc(Cl)nc1 (stereo not given)	i	-1	-1	i	i	i	.	i	3	i	i
COCCOC(=O)C1=C(N)Oc2c(c(=O)oc3ccccc23)[C@@]12C(=O)Nc1ccccc12	i	0	-2	i	i	i	-4	i	-11	i	i
C=Cn1ccnc1P(=S)(c1ccn(C)c1)c1nccn1C=C	i	-1	-5	i	i	i	-6	i	1	i	i
CC(=O)Nc1nnc(CCN(CCc2nnc(NC(C)=O)s2)[N+](=O)[O-])s1	i	1	0	i	i	i	-5	i	-5	i	i
COCCNCCOc1ccc(C(C)(C)c2ccccc2)cc1	i	-1	4	i	i	i	-2	i	-4	i	i
CN1CCC(O)(c2ccc(Cl)cc2)C(C(=O)c2ccc(Cl)cc2)C1 (stereo not given)	i	2	-1	i	i	i	1	i	-11	i	-9.6*
Cc1cc(N)n(C2CCN(C)CC2)n1	i	0	6	i	i	i	-8	i	-1	i	i
CC(=O)N1CCC2(CC1)CC(=O)c1cc(OCC(=O)N3CCC4(CC3)OCCO4)ccc1O2	i	-2	-1	i	i	i	-1	i	-9	i	i
CC1CN=C(Nc2ccc(F)c(Cl)c2)S1 (stereo not given)	i	-2	0	i	i	i	.	i	-3	i	i
CCOC(=O)N(C)c1ccc(C(O)(C(=O)OCC)C(F)(F)F)cc1 (stereo not given)	i	4	-1	i	i	i	1	i	-4	i	i
O=C(c1cnn2c(C(F)(F)F)cc(-c3ccccc3)nc12)N1CCC2(CC1)OCCO2	i	4	1	i	i	i	3	i	-9	i	i
O=c1[nH]c(=O)n(C2CCCCC2)c(O)c1/C=C/C=Nc1ccccc1	i	-2	0	i	i	i	-5	i	-5	i	i
CCCC(=O)NC(Oc1ccc(Cl)cc1Cl)C(Cl)(Cl)Cl (stereo not given)	i	1	0	i	i	i	.	i	-13	i	i
COc1ccc2[nH]c(C)c(CCNCc3cc(OC)c(OC)c(OC)c3)c2c1	i	-1	-1	i	i	i	3	i	-12	i	i
Cc1cc(N2C(=O)CC(N3CCC(n4c(=O)[nH]c5ccccc54)CC3)C2=O)no1 (stereo not given)	i	1	1	i	i	i	-5	i	-9	i	i
O=C(c1ccc(N2CC3CC(C2)c2cccc(=O)n2C3)c([N+](=O)[O-])c1)N1CCCC1 (stereo not given)	i	3	-2	i	i	i	.	i	-3	i	i
COc1ccc(CC2c3cc(OC)c(OC)cc3CCN2C)cc1O (stereo not given)	i	2	1	i	i	i	3	i	-6	i	i

Not all compounds are listed. The share of hits here may be higher or lower than overall.
